M1 ag = activates human CHRM1 receptor | P11229 | CHO-K1 hM1, Fluo-8 calcium fluorescence, agonist mode; 0% DMSO, 100% acetylcholine EC100 | activation, % at 3 µM | 0.33% of 360,000 active;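 active = activation above the run's mean compound activation plus 3 SD, cut at about 16% in these data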;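 note: peak over basal fluorescence ratio within a 140 s kinetic read after compound addition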
OXTR potentiator = potentiators of human oxytocin receptor; P30559; CHO-OTR cells, Fluo-8 calcium fluorescence, potentiator mode; 0% = oxytocin EC15, 100% = EC100; activation, % at 3 µM; 0.061% of 320,000 active; AID 2445;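 active = activation above that plate's cutoff, the mean activation of tested compounds plus 3 SD, cut at about 6.6% in these data, passing the limit was not always enough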;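 note: 100% uses oxytocin at 75 nM as the full agonist control; some results filed as inactive read as strong as hits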
Target sequence (P30559 whole entry, looked up): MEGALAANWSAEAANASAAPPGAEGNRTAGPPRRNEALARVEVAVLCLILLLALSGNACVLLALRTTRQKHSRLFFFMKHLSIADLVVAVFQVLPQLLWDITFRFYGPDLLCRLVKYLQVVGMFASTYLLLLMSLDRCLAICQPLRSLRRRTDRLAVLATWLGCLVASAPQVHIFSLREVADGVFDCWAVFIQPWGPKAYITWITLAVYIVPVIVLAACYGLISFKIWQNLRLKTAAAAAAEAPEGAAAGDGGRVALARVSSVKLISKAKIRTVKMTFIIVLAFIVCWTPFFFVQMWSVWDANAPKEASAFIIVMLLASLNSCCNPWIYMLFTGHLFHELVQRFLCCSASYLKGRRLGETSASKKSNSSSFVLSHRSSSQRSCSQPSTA
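Assay system: CHO cell line stably expressing human OTR. Reagent: EC15 oxytocin agonist. Dosing: single dose, 3.0 µM nominal final compound concentration. Timing: compound 6 min at room temperature before oxytocin, 100 s read. Signal: kinetic Fluo-8 calcium fluorescence. Controls: oxytocin EC15 low and EC100 high.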
TAAR1 antagonist = human TAAR1 antagonism; Q96RJ0; CHO RD-HGA16 TAAR1, Fluo-8 calcium fluorescence, antagonist; inhibition, % at 3 µM; 1.5% of 360,000 active;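 active = inhibition above a per-plate cutoff, the mean inhibition of test compounds on that plate plus 3 SD, cut at about 49% in these data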;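 note: 0% = DMSO plus EC80 beta-PEA response and 100% = DMSO alone without agonist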
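Material: RD-HGA16 CHO cells with stable hTAAR1 and Gα16; Dosing: single nominal final test compound concentration of 3 µM; Schedule: seeding 17-24 h prior, 75-min 37 °C, 30-min RT dye loading; Detection: kinetic Fluo-8 calcium fluorescence measurement; Measure: % inhibition from peak post-agonist over basal fluorescence ratio; Benchmarks: vehicle and agonist controls.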
M1 ag parental = nonselective activator or artifact in parental CHO-K1 cells; Fluo-8 calcium fluorescence; scaled to maximal ATP response, vehicle zero; activation, % at 3 µM; 0.48% of 360,000 active; in the data active = activation above about 15%;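 note: untransfected CHO-K1 host cells lacking M1 receptor as counterscreen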
TAAR1 agonist = human TAAR1 agonism. Q96RJ0. CHO RD-HGA16 TAAR1, Fluo-8 calcium fluorescence; vehicle wells 0%, saturating PEA agonist 100%. activation, % at 3 µM. 0.99% of 360,000 active. AID 624467;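 active = activation above the mean activation of all test compounds in the run plus 3 SD, cut at about 38% in these data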
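Assay system – CHO-derived RD-HGA16 cells with stable Gα16 and human TAAR1 · Compound dosing – one-point dosing at 3 µM (nominal) · Incubation – 17-24 h seeding, 75 min 37 °C dye, 30 min RT · Measured by – kinetic Fluo-8 calcium fluorescence · Control set – DMSO vehicle as 0%, PEA at EC100 as 100% · Repeats – single well for each compound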
V1aR counter = activates human V1a receptor in oxytocin agonist counter-screen | P37288 | CHO-V1R cells, Fluo-8 calcium fluorescence, agonist mode; 0% DMSO, 100% 3 nM vasopressin | activation, % at 3 µM | 0.25% of 320,000 active | AID 2797;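 active = activation above the mean activation of all tested compounds plus 3 SD, per screening run, cut at about 20% in these data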;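 note: signal is peak over basal fluorescence ratio across a 100 second FLIPR read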
Target sequence (P37288 whole entry, looked up): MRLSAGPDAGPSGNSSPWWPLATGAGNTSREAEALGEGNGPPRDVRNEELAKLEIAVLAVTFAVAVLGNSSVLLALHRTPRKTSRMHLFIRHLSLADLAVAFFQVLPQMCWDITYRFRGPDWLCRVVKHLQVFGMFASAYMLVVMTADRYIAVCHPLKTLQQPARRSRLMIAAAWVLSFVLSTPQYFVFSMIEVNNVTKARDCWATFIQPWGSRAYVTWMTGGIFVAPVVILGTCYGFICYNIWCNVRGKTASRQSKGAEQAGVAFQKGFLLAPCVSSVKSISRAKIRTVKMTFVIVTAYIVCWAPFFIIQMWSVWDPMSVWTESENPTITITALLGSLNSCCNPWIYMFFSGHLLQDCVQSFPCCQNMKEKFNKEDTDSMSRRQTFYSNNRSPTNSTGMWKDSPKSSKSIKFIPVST
CHO-K1 Ca antag = M1 antagonist counterscreen hit in parental CHO-K1 cells; ATP-induced calcium, Fluo-8 fluorescence; 0.6% of 360,000 active; inhibition, % at 3 µM; AID 602250;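 active = inhibition above a per-plate cutoff, the plate's mean sample inhibition plus 3 SD, cut at about 24% in these data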;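 note: 0% = DMSO plus EC80 ATP and 100% = DMSO alone without ATP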
CHO parental Ca = counter-screen for OX1R antagonists: effect in parental CHO cells. 0.63% of 330,000 active. parental CHO-K1, ATP-induced calcium, Fluo-8 fluorescence. inhibition, % at 5.6 µM;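 active = inhibition above that plate's mean sample inhibition plus 3 SD, cut at about 26% in these data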;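 note: 0% = ATP-challenged DMSO wells and 100% = DMSO wells without ATP; some compounds past the cut are filed as inactive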
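Test system: untransfected parental CHO cell line. Compound: one dose, 5.6 µM nominal. Detection: intracellular calcium via Fluo-8 no-wash fluorescent dye. Measure: % inhibition. Benchmarks: ATP-challenged DMSO wells low, unchallenged DMSO wells high.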
CHO-K1 Ca PAM = nonselective activator or artifact in parental CHO-K1 calcium assay | 0.02% of 360,000 active | ATP EC20, Fluo-8 calcium fluorescence; 0% at ATP EC20, 100% at ATP max | activation, % at 3 µM;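 active = activation above the run cutoff, the mean activation of all test compounds plus 3 SD, cut at about 40% in these data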;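 note: peak over basal fluorescence ratio in a 140 s read after ATP addition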
* marks the source's active call; other numbers are inactive results; x = not tested or not shown.

entry | SMILES | M1 ag | OXTR potentiator | TAAR1 antagonist | M1 ag parental | TAAR1 agonist | V1aR counter | CHO-K1 Ca antag | CHO parental Ca | CHO-K1 Ca PAM
1 | COc1ccc(Cl)cc1Nc1cc(C)nc2ncnn12 | -2.7 | x | -27.8 | 0.1 | 1.2 | x | 2.6 | x | 1.4
2 | COc1ccc(N(C(=O)CCl)C(C(=O)NC2CCCCC2)c2cccnc2)cc1 (stereo unspecified) | -6.2 | -13.3 | -0.9 | 0.0 | 4.7 | 0.4 | -2.3 | 5.3 | 7.6
3 | O=C1CSC(c2ccccc2)N1Cc1ccccc1 (stereo unspecified) | -7.5 | 11.5 | -2.5 | 0.3 | -1.1 | -0.5 | 10.3 | -13.6 | 11.3
4 | Cc1cccc(CSc2nc3sc(C)c(C)c3c(=O)n2Cc2ccco2)c1 | -1.7 | -4.8 | -20.6 | 0.5 | 10.7 | -0.8 | -5.8 | -40.5 | 3.5
5 | O=C1NC[C@H](CCCCN2C[C@H](Cc3ccccc3)N(CCc3ccc(O)cc3)C(=O)C2=O)N(CC2CCCCC2)C1=O | x | x | 10.0 | 0.8 | 2.6 | x | -7.8 | x | -2.3
6 | Cc1cc(C(=O)CN2C(=O)c3ccccc3S2(=O)=O)c(C)n1C(C)C | 0.4 | -1.3 | -10.2 | 1.3 | 3.4 | 0.8 | -9.4 | -15.3 | 10.9
7 | Cc1cc(NC(=O)CCC2CCCC2)no1 | -2.6 | -17.3 | -3.2 | -0.1 | 11.3 | -0.6 | -18.1 | 2.9 | -1.2
8 | CCOC(=O)C1CCCN(C(=O)N2CCOCC2)C1 (stereo unspecified) | 4.9 | 4.9 | 3.9 | 0.4 | 14.9 | 0.5 | -5.7 | 3.2 | 17.4
9 | CN(C)CCCNC(=O)c1ccccc1Oc1ccccc1 | -7.9 | -3.3 | -12.4 | 0.2 | 2.7 | 0.4 | -6.8 | -9.5 | 5.4
10 | O=C(O)CS(=O)(=O)c1ccc(C(F)(F)F)cn1 | -5.0 | -20.2 | 8.4 | 0.5 | -0.7 | -0.1 | -16.6 | -8.6 | 25.3
11 | O=C(c1ccc2c(c1)OCO2)C1CCCN(C(=O)c2cnn(Cc3ccccc3)c2)C1 (stereo unspecified) | -3.4 | -19.4 | -13.3 | 1.6 | 0.3 | 0.9 | 0.1 | -22.2 | 2.8
12 | CCOC(=O)C1CCN(C(=O)c2ccc3c(=O)n4c(nc3c2)CCCCC4)CC1 | -5.8 | 2.7 | -13.5 | -0.1 | 3.0 | 0.2 | -0.8 | -12.3 | -11.4
13 | O=C(CN1CCN(C(c2ccccc2)c2ccccc2)CC1)N1CCOCC1 | 4.7 | -2.1 | -2.8 | 0.1 | -0.2 | 1.4 | -28.1 | -12.1 | -0.3
14 | Cc1ccc(S(=O)(=O)N2CCc3ccccc3C2)cc1 | -2.5 | -7.5 | -10.7 | 0.5 | 3.4 | -0.9 | -2.3 | -4.5 | -0.8
15 | CCCSc1nc2c(cnn2-c2ccccc2)c(=O)[nH]1 | -5.2 | -2.1 | -13.3 | 0.2 | -1.4 | 0.6 | -0.9 | -14.9 | 11.1
16 | CC1CN(CCOc2ccc(F)cc2)CC(C)O1 (stereo unspecified) | -3.9 | -11.0 | -10.5 | 1.1 | 7.0 | -0.2 | -4.5 | 0.6 | 20.4
17 | Cc1cccc(-c2nnc3sc(-c4ccccc4)nn23)c1 | -5.6 | -3.6 | 7.7 | 1.4 | 2.9 | -0.4 | -7.9 | 5.8 | 24.5
18 | Cc1cccc(NC(=S)/N=C(\N)Nc2nc(C)c3cc(C)ccc3n2)c1 | -7.9 | -8.8 | 0.1 | -0.3 | 0.4 | 0.4 | -14.3 | -41.5 | 9.4
19 | CC12CCC(C(=O)Nc3cc(F)ccc3F)(CC1=O)C2(C)C (stereo unspecified) | 0.1 | -14.1 | 3.7 | -0.2 | -0.6 | -0.1 | 7.3 | -5.9 | -11.3
20 | CC1CC(C)CN(C(=O)CSc2nc(N)cc(=O)[nH]2)C1 (stereo unspecified) | -2.3 | -9.6 | 13.4 | 1.2 | 32.3 | 1.4 | -23.2 | 2.6 | 27.8
21 | COC(=O)c1ccccc1NC(=O)c1ccc(-c2cccc(Cl)c2)o1 | -1.5 | -1.5 | 8.9 | 1.0 | 4.2 | 5.9 | -1.8 | -2.4 | 20.8
22 | CCCOc1ccc2c(=O)c(-c3cc(C(=O)OC)oc3C)c(C)oc2c1 | -7.5 | 2.8 | -23.3 | 6.1 | -3.4 | 1.2 | -25.2 | -24.5 | -11.5
23 | O=C(CCNC(=O)C1CCN(S(=O)(=O)c2ccc(F)cc2)CC1)NCCc1cccc(F)c1 | -2.5 | -8.2 | -18.3 | 0.9 | 6.5 | 0.3 | -14.6 | -19.4 | 5.1
24 | Cc1cc(C(=O)O/N=C(\N)c2ccc(C(C)(C)C)cc2)no1 | -1.2 | -0.2 | 3.2 | 1.5 | -1.2 | 0.6 | -10.0 | -2.9 | 21.1

3 entries out of the list, sorted by formula weight, largest number first.
entry | SMILES | M1 ag | OXTR potentiator | TAAR1 antagonist | M1 ag parental | TAAR1 agonist | V1aR counter | CHO-K1 Ca antag | CHO parental Ca | CHO-K1 Ca PAM
18 | Cc1cccc(NC(=S)/N=C(\N)Nc2nc(C)c3cc(C)ccc3n2)c1 | -7.9 | -8.8 | 0.1 | -0.3 | 0.4 | 0.4 | -14.3 | -41.5 | 9.4
21 | COC(=O)c1ccccc1NC(=O)c1ccc(-c2cccc(Cl)c2)o1 | -1.5 | -1.5 | 8.9 | 1.0 | 4.2 | 5.9 | -1.8 | -2.4 | 20.8
10 | O=C(O)CS(=O)(=O)c1ccc(C(F)(F)F)cn1 | -5.0 | -20.2 | 8.4 | 0.5 | -0.7 | -0.1 | -16.6 | -8.6 | 25.3

Some of the entries above, set out differently:
#2 COc1ccc(N(C(=O)CCl)C(C(=O)NC2CCCCC2)c2cccnc2)cc1 (stereo unspecified)
- M1 ag = -6.2
- OXTR potentiator = -13.3
- TAAR1 antagonist = -0.9
- M1 ag parental = 0.0
- TAAR1 agonist = 4.7
- V1aR counter = 0.4
- CHO-K1 Ca antag = -2.3
- CHO parental Ca = 5.3
- CHO-K1 Ca PAM = 7.6
#3 O=C1CSC(c2ccccc2)N1Cc1ccccc1 (stereo unspecified)
- M1 ag = -7.5
- OXTR potentiator = 11.5
- TAAR1 antagonist = -2.5
- M1 ag parental = 0.3
- TAAR1 agonist = -1.1
- V1aR counter = -0.5
- CHO-K1 Ca antag = 10.3
- CHO parental Ca = -13.6
- CHO-K1 Ca PAM = 11.3
#4 Cc1cccc(CSc2nc3sc(C)c(C)c3c(=O)n2Cc2ccco2)c1
- M1 ag = -1.7
- OXTR potentiator = -4.8
- TAAR1 antagonist = -20.6
- M1 ag parental = 0.5
- TAAR1 agonist = 10.7
- V1aR counter = -0.8
- CHO-K1 Ca antag = -5.8
- CHO parental Ca = -40.5
- CHO-K1 Ca PAM = 3.5
#5 O=C1NC[C@H](CCCCN2C[C@H](Cc3ccccc3)N(CCc3ccc(O)cc3)C(=O)C2=O)N(CC2CCCCC2)C1=O
- M1 ag = x
- OXTR potentiator = x
- TAAR1 antagonist = 10.0
- M1 ag parental = 0.8
- TAAR1 agonist = 2.6
- V1aR counter = x
- CHO-K1 Ca antag = -7.8
- CHO parental Ca = x
- CHO-K1 Ca PAM = -2.3
